# EPAC2 antag: EPAC2 (human) antagonism. EPAC2 GEF exchange of Rap1B-BODIPY-GDP, fluorescence. Potency, µM (highest dose often 114 µM), for inactives: at the highest dose activity, negative = inhibition, most hits filed as inhibitors. 0.18% of 360,000 active; further: on the % scale 0 is the no-effect control and ±100 the full control effect; nearly all actives have a fitted effect of over 45% in size; many of its hits are not listed in these tables
# Target sequence (Q8WZA2 whole entry, looked up): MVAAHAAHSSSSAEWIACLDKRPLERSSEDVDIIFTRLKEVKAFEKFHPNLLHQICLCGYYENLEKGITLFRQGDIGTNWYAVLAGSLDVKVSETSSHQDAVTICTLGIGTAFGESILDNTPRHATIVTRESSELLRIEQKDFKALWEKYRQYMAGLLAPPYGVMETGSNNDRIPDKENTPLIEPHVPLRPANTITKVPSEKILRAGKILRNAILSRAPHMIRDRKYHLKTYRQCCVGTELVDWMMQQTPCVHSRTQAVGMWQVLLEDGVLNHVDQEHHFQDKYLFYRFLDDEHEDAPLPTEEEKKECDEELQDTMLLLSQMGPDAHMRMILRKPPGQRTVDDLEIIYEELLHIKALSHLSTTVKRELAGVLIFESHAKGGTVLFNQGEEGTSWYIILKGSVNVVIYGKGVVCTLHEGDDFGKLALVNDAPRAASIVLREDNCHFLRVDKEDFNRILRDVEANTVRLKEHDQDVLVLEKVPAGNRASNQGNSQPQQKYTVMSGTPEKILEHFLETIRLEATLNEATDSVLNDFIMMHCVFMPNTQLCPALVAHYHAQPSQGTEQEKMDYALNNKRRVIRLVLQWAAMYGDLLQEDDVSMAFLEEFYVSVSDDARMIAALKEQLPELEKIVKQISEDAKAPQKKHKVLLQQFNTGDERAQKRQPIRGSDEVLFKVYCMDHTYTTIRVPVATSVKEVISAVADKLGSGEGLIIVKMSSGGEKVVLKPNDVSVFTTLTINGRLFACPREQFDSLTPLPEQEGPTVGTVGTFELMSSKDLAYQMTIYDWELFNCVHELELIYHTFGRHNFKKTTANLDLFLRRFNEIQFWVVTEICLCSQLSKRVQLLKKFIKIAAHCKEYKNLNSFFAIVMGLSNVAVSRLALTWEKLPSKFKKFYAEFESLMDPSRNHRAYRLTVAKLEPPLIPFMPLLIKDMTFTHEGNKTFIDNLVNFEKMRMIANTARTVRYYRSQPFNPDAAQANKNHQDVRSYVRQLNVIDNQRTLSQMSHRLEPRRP
# TGFb SMAD3 inh: inhibitors of TGF-b signaling | HepG2 CAGA-GFP TGF-b/SMAD3 reporter, GFP fluorescence, 18 h; TGF-beta stimulated, 500 pg/mL final | Potency, µM (doses to about 46.1 µM), for the others: top-dose activity, negative = inhibition, usual class: inhibitors | 1.2% of 410,000 active; further: on the % scale 0 is the no-effect control and ±100 the full control effect; nearly all actives have a fitted effect of over 65% in size
#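 Per well, imaged GFP fluorescence of HEPG2 CAGA-GFP cells gives the signal; cells get compound, then TGF-beta (500 pg/mL final), 18 h at 37 degrees C; %Activity versus -TGF-beta and +DMSO controls.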
# HepG2 tox: counter-screen for TGF-b inhibitors: cytotoxicity in HepG2 cells. Potency, µM (series often up to 46.1 µM), for the others: at the top dose activity change, negative = cytotoxicity, actives largely listed as cytotoxic. HepG2 CAGA-GFP viability, ATP luminescence, 18 h. 0.76% of 410,000 active; further: some results filed as inactive show a strong effect at the top dose
#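 HepG2 CAGA-GFP cells (1000/well, DMEM with 1% FBS) received compound, then TGF-beta at 500 pg/mL final, and were incubated 18 hours at 37 degrees C. Viability was read by CellTiter-Glo luminescence. Media-only wells were set as complete cell-killing and DMSO as no toxicity.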
# MCF10A rereplic: induces DNA re-replication in MCF 10a normal breast cells. Potency, µM (titrated, usually from 46.1 µM), for inactives: at the top dose activity, positive = re-replication, usual class: activators. MCF 10A DNA re-replication, Hoechst nuclear intensity, 48 h. 2.9% of 350,000 active. AID 624296; further: % of control where 0% means no effect; nearly all actives have a fitted effect of over 50% in size
# Nrf2 inh: inhibitors of Nrf2 signaling; 2.1% of 360,000 active; AID 504444; A549 ARE-Fluc reporter, luciferase luminescence, 18-24 h; Potency, µM (highest dose often 46 µM), for inactives: at the top dose activity change, negative = inhibition, actives largely listed as inhibitors; further: on the % scale 0 is the no-effect control and ±100 the full control effect; nearly all actives have a fitted effect of over 60% in size
#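 In this cell-based qHTS, ARE-driven firefly luciferase in A549 cells reports Nrf2 activity; the luminescent signal after BugLite lysis is the measured value, with a prior CellTiter-Fluor read for cell health.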
# ATXN2 expr inh: reduces ATXN2 reporter expression in HEK-293 cells. 0.72% of 360,000 active. Potency, µM (highest dose often 57 µM), for the others: at the highest dose activity change, negative = inhibition, usual class: inhibitors. AID 1745845. HEK-293 ATXN2-luciferase reporter, luminescence, 24 h; further: on the % scale 0 is the no-effect control and ±100 the full control effect; nearly all actives have a fitted effect of over 55% in size
#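 ATXN2-luciferase reporter cells (luciferase flanked by upstream and downstream ATXN2 gene portions) were treated 24 h at 37 °C with compounds at up to 57 uM. SteadyGlo luminescence gave expression; GF-AFC fluorescence gave viability.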
# Nrf2 ARE act: activators of Nrf2 (ARE) signaling; AREc32 ARE-luciferase reporter (MCF7-derived line), luminescence, 24 h; Potency, µM (highest dose often 46.1 µM), for inactives: at the top dose activation, usual class: activators; 0.31% of 410,000 active; further: % of control where 0% means no effect; nearly all actives have a fitted effect of over 65% in size
#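 Reporter line AREc32 (ARE-Fluc), seeded overnight in OPTI-MEM with 5% FBS; compound pin-transferred, 24 hr at 37 deg C, 5% CO2; luminescent read-out.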
# S2 tox: cell viability loss in ATXN counter-screen | S2 cells (HEK-293 line with an ATXN2-luciferase reporter) viability, CellTiter-Fluor protease fluorescence, 24 h | Potency, µM (highest dose often 56.7 µM), actives largely listed as cytotoxic | 0.49% of 400,000 active | AID 651635; further: nearly all actives have a fitted effect of over 40% in size
# A549 tox: counter-screen for Nrf2 inhibitors: cytotoxicity in A549 cells; A549 ARE-Fluc cells, CellTiter-Fluor viability, 18-24 h; Potency, µM (highest dose often 46 µM), for inactives: at the top dose activity change, negative = cytotoxicity, usual class: inhibitors; 0.16% of 390,000 active; further: on the % scale 0 is the no-effect control and ±100 the full control effect
#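 Cytotoxicity counterscreen: CellTiter-Fluor fluorescence was measured in A549 ARE_Fluc cells after 18-24 h of compound exposure in a concentration series. The subsequent BugLite luminescent read reports ARE-luciferase activity.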
# Numbers without * were called inactive; i = inactive; ? = inconclusive; · = not tested or not shown; [ ] = dose if it differs, or a comment. The call rests on the fitted dose curve; in most records, active means well fitted curve in the direction sought with a large enough effect; inconclusive means small, poorly fitted or top-dose-only effect, or another doubt; inactive means no such curve, though single readings can be large; an effect the other way counts as inactive or inconclusive. Potency means the concentration at half of the fitted maximal effect. Not all compounds are listed; rates above refer to the full screens.
SMILES,EPAC2 antag,TGFb SMAD3 inh,HepG2 tox,MCF10A rereplic,Nrf2 inh,ATXN2 expr inh,Nrf2 ARE act,S2 tox,A549 tox
COc1cc(F)ccc1S(=O)(=O)N1CCN(c2ccccc2)CC1,-7%,-23%,-38%,1%,3%,·,0.4%,i,5%
S=C(Nc1ccc(Oc2ccccc2)cc1)N(CCCN1CCOCC1)Cc1ccccn1,-12%,7%,-3%,3%,-4%,-24%,0.8%,i,2%
CCc1ccc(CNC(=O)C2CCN(C(=O)N3CC(CC)Oc4ccc(C)cc43)CC2)cc1 (configuration not stated),·,-18%,-20%,·,5%,·,-0.7%,·,2%
CC(=O)N1CCCc2cc(S(=O)(=O)NCc3ccc(N(C)C)cc3)ccc21,·,?,-25%,·,·,-14%,2.9%,?,-1%
N/C(=N\OC(=O)Oc1ccccc1)c1ccc([N+](=O)[O-])cc1,0%,3%,3%,-6%,-6%,-14%,-0.1%,i,-5%
CC(=O)Nc1ccccc1C(=O)C(=O)Nc1ccc(Cl)cc1,9%,2%,-25%,1%,-1%,45%[activator],6.0%,i,0%
CCCn1c(SCC(=O)NC2CCCC2)nnc1C(C)C,9%,1%,21%,0%,-18%,-2%,-0.4%,i,-11%
COC(=O)c1scc(C)c1NC(=O)c1ccc(Cl)cc1,-11%,10%,14%,-7%,-1%,-7%,?,·,-7%
COc1ccc(-n2cccc2/C=C2/NC(=O)N(c3cccc(Cl)c3)C2=O)cc1,-5%,0%,0%,21%,1%,14%,0.7%,i,-1%
COc1ccc(-n2c(C)c([N+](=O)[O-])c3ccc(O)c(CN(C)C)c32)cc1,3%,29%,5%,?,?,3%,-0.4%,i,-9%
COc1ccc2c(CC(=O)Nc3ccc4nc(N5CCOCC5)sc4c3)coc2c1,-16%,2%,-27%,·,·,·,6.7%,?,·
CCCc1ccc(C(=O)NNC(=O)c2ccc(Cl)cc2)cc1,1%,-2%,-2%,-7%,22%,10%,-0.2%,i,12%
Brc1c(-c2ccccc2)nc2n1Cc1ccccc1-2,-3%,-20%,-32%,7%,?,99%[activator],16%,?,1%
O=C(NCc1ccccc1)C1CCN(C(=O)c2cnn(-c3ccccc3)c2-n2cccc2)CC1,·,·,-42%,·,-8%,·,6.5%,·,3%
COc1cc(/C=N/NC(=O)/C(=C\c2ccc([N+](=O)[O-])cc2)NC(=O)c2ccccc2)cc(OC)c1O,-3%,-10%,-12%,5%,1%,-5%,2.0%,i,-1%
CCCCC(O)(CCCC)C(=O)NN(C(=O)CCl)c1ccccc1,-1%,?,-36%,?,?,-25%,?,i,-3%
CC1CC(C)CN(CC(=O)NCCc2ccc(S(N)(=O)=O)cc2)C1 (configuration not stated),3%,3%,-5%,?,9%,2%,-0.4%,i,-4%
Cc1cccc(C)c1-n1nnnc1C(c1ccnc2ccccc12)N1CCN(CC(=O)NC(C)C)CC1 (configuration not stated),3%,·,·,·,·,10%,-0.3%,i,·
COc1ccc(-c2noc(-c3ccco3)n2)cc1OC,7%,-1%,-21%,0%,?,54%[activator],?,i,-7%
Cc1ccc(C(=O)COC(=O)c2ccc(Br)o2)cc1C,-4%,2%,-17%,4%,9%,-5%,-0.5%,i,-2%
COCc1cc(CN(C)C(=O)c2oc3c(F)cccc3c2C)[nH]n1,0%,-8%,-7%,1%,9%,11%,-0.6%,i,-2%
CC(=O)Nc1ccc(NC(=O)c2ccc(Cn3cc(Cl)cn3)cc2)cc1,0%,5%,5%,5%,13%,6%,-0.5%,i,0%
Cc1ccc(C2=NN(C(=O)CCC(=O)O)C(c3cccs3)C2)cc1 (configuration not stated),4%,15%,2%,1%,?,0%,3.8%,i,-1%
COc1ccc(-n2ncc3c(NCCN4CCOCC4)ncnc32)cc1,2%,-1%,-1%,1%,?,-5%,-0.3%,i,-4%
Cc1ccccc1NC(=O)COc1ccc(Br)cc1C,1%,-35%,-3%,6%,?,29%,0.6%,·,-2%

# In another format: 8 of the compounds above
# The line under a structure holds: EPAC2 antag, TGFb SMAD3 inh, HepG2 tox, MCF10A rereplic, Nrf2 inh, ATXN2 expr inh, Nrf2 ARE act, S2 tox, A549 tox
COc1ccc2c(CC(=O)Nc3ccc4nc(N5CCOCC5)sc4c3)coc2c1
  -16%, 2%, -27%, ·, ·, ·, 6.7%, ?, ·
CCCc1ccc(C(=O)NNC(=O)c2ccc(Cl)cc2)cc1
  1%, -2%, -2%, -7%, 22%, 10%, -0.2%, i, 12%
Brc1c(-c2ccccc2)nc2n1Cc1ccccc1-2
  -3%, -20%, -32%, 7%, ?, 99%[activator], 16%, ?, 1%
O=C(NCc1ccccc1)C1CCN(C(=O)c2cnn(-c3ccccc3)c2-n2cccc2)CC1
  ·, ·, -42%, ·, -8%, ·, 6.5%, ·, 3%
COc1cc(/C=N/NC(=O)/C(=C\c2ccc([N+](=O)[O-])cc2)NC(=O)c2ccccc2)cc(OC)c1O
  -3%, -10%, -12%, 5%, 1%, -5%, 2.0%, i, -1%
CCCCC(O)(CCCC)C(=O)NN(C(=O)CCl)c1ccccc1
  -1%, ?, -36%, ?, ?, -25%, ?, i, -3%
CC1CC(C)CN(CC(=O)NCCc2ccc(S(N)(=O)=O)cc2)C1 (configuration not stated)
  3%, 3%, -5%, ?, 9%, 2%, -0.4%, i, -4%
Cc1cccc(C)c1-n1nnnc1C(c1ccnc2ccccc12)N1CCN(CC(=O)NC(C)C)CC1 (configuration not stated)
  3%, ·, ·, ·, ·, 10%, -0.3%, i, ·

# Next section.
SMILES,EPAC2 antag,TGFb SMAD3 inh,HepG2 tox,MCF10A rereplic,Nrf2 inh,ATXN2 expr inh,Nrf2 ARE act,S2 tox,A549 tox
CCC(C)NC(=O)CNC(=O)c1nn(-c2ccc(OC)cc2)c(=O)c2ccccc12 (configuration not stated),2%,7%,-3%,1%,-7%,0%,-0.4%,?,-5%
CC(C)c1ccc(NC2CCCN(C(=O)C3=NN(C)C(=O)CC3)C2)cc1 (configuration not stated),-3%,1%,3%,2%,3%,6%,-0.8%,i,-2%
Cc1ccc(NCC(=O)N/N=C\c2cccc(O)c2)cc1,-2%,-11%,-8%,-2%,3%,3%,0.8%,i,2%
CC(=O)NC1CCC(OC(=O)Nc2ccccc2)CC1 (configuration not stated),-1%,19%,-21%,-1%,?,28%,5.6%,?,-3%
Cc1ccc2nc(-c3cccc(Cl)c3)c(Nc3ccc4c(c3)OCO4)n2c1,·,3%,-31%,·,5%,15%,0.2%,i,0%
COC(=O)/C=C\C(C#N)(C#N)N=Cc1ccc(OC)cc1,-10%,-5%,-7%,13µM*,?,?,3.6%,?,?
C/C(CC(=O)Nc1ccc(Cl)cc1Cl)=N\NC(=O)c1ccco1,-4%,-43%,-86%,?,11%,8%,12%,i,9%
CCc1ccccc1NS(=O)(=O)c1cc2c(cc1C)n(C)c(=O)c(=O)n2C,10%,8%,0%,4%,-18%,-7%,0.4%,i,8%
CN1CCC[C@@H]1CCNC(=O)c1cccc2c1C(=O)c1ccc(N3CCCC3)cc1S2(=O)=O,21%,5%,2%,9%,3%,3%,-0.9%,i,-18%
Cc1cc(C(C)(C)C)oc1C(=O)OCC(=O)NC1CCCCC1,3%,2%,-10%,7%,·,-1%,-1.5%,i,9%
O=C(Nc1ccc(-c2nnn(CC(=O)N3CCN(C(=O)c4ccco4)CC3)n2)cc1)c1ccc(F)cc1,-13%,-10%,-7%,?,?,-14%,1.5%,i,2%
Cc1ccc(NC(=O)CN2C(=O)NC(C)(C3CC3)C2=O)cc1S(=O)(=O)N1CCCCC1 (configuration not stated),-3%,-19%,9%,1%,-13%,-2%,0.0%,?,-14%
CCOC(=O)c1ccccc1NC(=O)c1cccs1,0%,9%,-8%,6%,-23%,-8%,0.1%,i,-11%
COc1ccccc1NC(=O)CCCCC(=O)Nc1ccccc1OC,7%,3%,-3%,7%,-9%,-13%,4.9%,i,5%
COc1ccc(CN2CCNC(=O)C2CC(=O)NC2CCOCC2)cc1C (configuration not stated),2%,55%[activator],1%,0%,-2%,4%,-0.1%,i,0%
CCCN(CCC)C(=O)Cn1c(=O)n(-c2ccc(OC)cc2)c(=O)c2ccc(C(=O)NCc3ccc(C)cc3)cc21,·,3%,-8%,·,-21%,-4%,0.0%,i,-4%
CCN1c2ccccc2-n2cccc2C12CCN(C(=O)Nc1ccccc1Br)CC2,·,-18%,-34%,·,·,·,4.4%,·,-3%
NC(=O)c1ccccc1N/C=C/C(=O)c1ccccc1,0%,-1%,-3%,2%,-7%,·,0.4%,·,3%
COc1ccc(NC(=O)CN2C(=O)NC(C)(c3ccccc3)C2=O)cn1 (configuration not stated),-1%,4%,-6%,·,·,·,0.0%,?,·
CCc1ccccc1S(=O)(=O)Cc1ccc(C(=O)NCc2cccs2)o1,8%[57.1 µM],8%,-4%,2%,-14%,·,-0.3%,i,7%
CCN(CCCNC(=O)CNC(=O)c1nn(-c2ccc(OC)c(OC)c2)c(=O)c2ccccc12)c1ccccc1,-13%,40%[activator],1%,20%,?,-19%,0.6%,?,-7%
O=C(Cc1cccs1)Nc1nnc(COc2ccccc2)s1,-16%,-2%,-9%,42%,1%,0%,0.5%,i,14%
COc1ccc(CNC(=S)N/N=C/c2ccc(O)c(OC)c2)cc1,-1%,11µM*,-27%,?,?,12%,14%,i,0%
Cc1cccc(NS(=O)(=O)c2cn(C)c(=O)n(C)c2=O)c1C,4%,2%,3%,2%,19%,-11%,0.0%,i,3%
COc1ccc(S(=O)(=O)N2CCCCCC2)cc1C(=O)NCCc1ccc(F)cc1,-13%,-15%,-22%,?,-17%,1%,-1.0%,i,9%
O=C(Cn1c(-c2cccs2)cc2ccccc21)N1CCN(c2ccc(F)cc2)CC1,·,-10%,-4%,·,24%,8%,0.3%,i,0%
CCCc1cc(=O)oc2cc(Oc3ncccn3)ccc12,4%,2%,0%,0%,19%,24%,0.0%,i,2%

# Two compounds picked at random from the list so far, as already listed:
SMILES,EPAC2 antag,TGFb SMAD3 inh,HepG2 tox,MCF10A rereplic,Nrf2 inh,ATXN2 expr inh,Nrf2 ARE act,S2 tox,A549 tox
CCOC(=O)c1ccccc1NC(=O)c1cccs1,0%,9%,-8%,6%,-23%,-8%,0.1%,i,-11%
NC(=O)c1ccccc1N/C=C/C(=O)c1ccccc1,0%,-1%,-3%,2%,-7%,·,0.4%,·,3%
